Source: PubChem
Diaph act CS = diaphorase activation or chemical reduction counter-screen | Diaphorase/resazurin coupled assay, resorufin fluorescence, 16 min; active compounds read high; 1 = vehicle wells, 0 = NADH-free wells | activation factor at 20 µM | hit rate 0.005% among 190,000;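 active means diaphorase activity raised at least twofold by the compound at 20 µM; inactive means activation factor below 2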
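test system = bacterial diaphorase enzyme (C. kluyveri) | quantity = enzyme 0.07 U/mL final | reagent = NADH substrate 0.114 mM plus resazurin dye 0.1 mM, final | incubation = 16 min enzyme reaction, ambient temperature | buffer or medium = HEPES pH 7.4 buffer with MgCl2 and Tween 20 | signal = fluorescence of resorufin, 544 nm excitation, 590 nm emission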
TNAP inh no acc = inhibitors of human TNAP without phosphate acceptor; P05186; purified TNAP, CDP-star luminescence, 30 min; inhibition, % at 20 µM; hit rate 0.26% among 200,000; AID 1012;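 active means tissue-nonspecific alkaline phosphatase inhibition above about 50% at 20 µM in the single-dose screen, limit read from the data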;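 further: 0% = DMSO negative control and 100% = EDTA positive control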
FLuc act counter = firefly luciferase counter-screen for stimulation assays. P08659. ATPlite luciferase biochemical, luminescence, 10 min; 0 = ATP-free wells, 1 = DMSO control. activation factor at 10 µM. 200,000 tested, under 10 active. AID 1027;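 active means luciferase activation factor, scaled between plate controls, of at least 2 with compound at 10 µM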
Target sequence (P08659 whole entry, looked up): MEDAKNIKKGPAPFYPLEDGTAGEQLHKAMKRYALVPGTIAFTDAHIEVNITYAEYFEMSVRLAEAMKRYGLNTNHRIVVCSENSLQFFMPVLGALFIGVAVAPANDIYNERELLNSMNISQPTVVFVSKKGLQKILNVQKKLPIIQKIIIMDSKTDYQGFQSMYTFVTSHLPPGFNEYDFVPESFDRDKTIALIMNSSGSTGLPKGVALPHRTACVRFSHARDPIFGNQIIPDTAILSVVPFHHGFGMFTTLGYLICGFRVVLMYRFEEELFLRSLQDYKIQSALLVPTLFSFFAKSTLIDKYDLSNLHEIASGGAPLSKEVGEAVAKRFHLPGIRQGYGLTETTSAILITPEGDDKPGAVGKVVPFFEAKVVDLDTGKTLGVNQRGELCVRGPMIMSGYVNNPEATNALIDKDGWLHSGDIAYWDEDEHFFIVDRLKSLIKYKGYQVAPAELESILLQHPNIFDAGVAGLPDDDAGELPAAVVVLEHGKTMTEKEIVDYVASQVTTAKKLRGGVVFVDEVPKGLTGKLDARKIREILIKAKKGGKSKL
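Assay system: Luciferase/luciferin detection reagent, cell-free biochemical luciferase assay / Read-out: luciferase activation / Benchmarks: No-ATP low control, compound-free enzyme-plus-ATP high control / Medium: PBS buffer for ATP / Detection: luminescence measurement of luciferase light output / Schedule: 10 min at ambient temperature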
TNAP inh hiacc = blocks human TNAP under high phosphate acceptor concentration. purified TNAP, CDP-star luminescence, 1 M DEA. inhibition, % at 20 µM. hit rate 0.03% among 200,000. AID 1135;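 active means over 50% inhibition of tissue-nonspecific alkaline phosphatase at 20 µM in the single-dose screen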;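 further: plate controls were DMSO wells for no effect and EDTA-quenched wells as full inhibition for full effect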
PMI activator = activators of human phosphomannose isomerase; P34949; purified human PMI, coupled resazurin fluorescence, 20 min; active compounds read high; 1 = vehicle control, 0 substrate-free wells; activation factor at 20 µM; hit rate 0.005% among 190,000; AID 1214;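 active means activation factor of 2 or more at 20 µM, relative to plate controls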
Target sequence (P34949 whole entry, looked up): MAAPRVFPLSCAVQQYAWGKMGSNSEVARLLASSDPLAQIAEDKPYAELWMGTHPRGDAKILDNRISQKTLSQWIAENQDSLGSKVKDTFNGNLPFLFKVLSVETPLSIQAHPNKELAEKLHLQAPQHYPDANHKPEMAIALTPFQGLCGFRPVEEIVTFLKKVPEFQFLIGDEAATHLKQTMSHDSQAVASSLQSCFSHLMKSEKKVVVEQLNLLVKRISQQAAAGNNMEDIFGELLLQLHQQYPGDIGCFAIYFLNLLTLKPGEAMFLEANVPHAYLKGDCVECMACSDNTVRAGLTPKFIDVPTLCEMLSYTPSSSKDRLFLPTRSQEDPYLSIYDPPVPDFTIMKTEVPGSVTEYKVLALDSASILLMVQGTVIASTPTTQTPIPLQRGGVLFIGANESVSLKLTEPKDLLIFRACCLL
Diaphorase inh = counter-screen for diaphorase-based assays: diaphorase inhibitors and chemical oxidizers. AID 1217. hit rate 0.69% among 190,000. inhibition, % at 20 µM. diaphorase resazurin-to-resorufin fluorescence, NADH, 16 min; bacterial (C. kluyveri) enzyme, not human;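 active means primary screen inhibition at 20 µM above a set limit, cut at about 50% in these data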;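 further: plate controls were DMSO with full reaction for no effect and wells lacking NADH for full effect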
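Assay system: diaphorase enzyme from Clostridium kluyveri; Input: enzyme working solution with 0.14 U/mL diaphorase; Timing: 16 min at room temperature; Technique: resorufin fluorescence, excitation 544 nm, emission 590 nm; Benchmarks: positive control minus NADH, DMSO neutral control.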
Efa HMGR inh = inhibitors of class II HMG-CoA reductase from Enterococcus faecalis; hit rate 0.41% among 190,000; purified E. faecalis HMGR, NADPH absorbance 340 nm kinetic; inhibition, % at 10 µM;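 active means inhibition above a set limit, the median over all tested compounds plus 3 SD, cut at about 9.5% in these data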;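 further: enzyme runs in reverse so mevalonate oxidation gives rising NADPH absorbance; 0% = complete reaction with DMSO and 100% = background rate lacking mevalonate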
TNAP act hi DEA = increases human TNAP activity under high phosphate acceptor concentration; P05186; purified TNAP, CDP-star luminescence, 1 M DEA, 30 min; active compounds read high; 0 = EDTA background, 1 = DMSO-only activity; AID 1136; 200,000 tested, under 10 active; activation factor at 20 µM;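 active means activation factor at least 2 at 20 µM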
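Measured by: Luminescent substrate turnover signal | Test system: Human TNAP | Input: TNAP 1/800 final | Dosing: 20 µM single point | Schedule: 30 min, room temperature | Controls: EDTA wells as negative control, DMSO wells as positive control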
G6PDH counter = inhibits Leuconostoc G6PDH, flagging false hits in G6PDH-based assays; Purified L. mesenteroides G6PDH, diaphorase/resazurin coupled fluorescence, 45 min; inhibition, % at 5 µM; hit rate 0.12% among 200,000; AID 1020; in the data active means inhibition above about 50%
PMI act satM6P = PMI (human) activation, high substrate | P34949 | coupled PMI enzyme assay, resazurin fluorescence, 20 min; active compounds read high; 1 = untreated enzyme, 0 = substrate-free blank | activation factor at 20 µM | hit rate 0.34% among 190,000 | AID 1216;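 active means activation factor of 2 or more at 20 µM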
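Test system: human phosphomannose isomerase with PGI, G6PDH, diaphorase coupling enzymes; Amount: PMI at 15 ng/mL final; Reagent: Mannose-6-phosphate 1.0 mM (near-saturating) plus 0.22 mM NADP+; Timing: 20 min, room temperature; Technique: resorufin fluorescence at Ex 544/Em 590 nm; Dosing: 20 µM single dose.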
An asterisk follows results filed as active.

N#C/C(C(=O)NCc1ccco1)=C1/SC(Cc2ccc(F)cc2)C(=O)N1c1ccccc1 (stereo not drawn) was read as Diaph act CS 0.8, TNAP inh no acc -2.0, FLuc act counter 1.1, TNAP inh hiacc -0.3, PMI activator 1.3, Diaphorase inh 22.2, Efa HMGR inh -1.1, TNAP act hi DEA 1, G6PDH counter -21.1 and PMI act satM6P 1.7.
`CC1CN(c2ccc(Cl)cc2[N+](=O)[O-])CCN1S(C)(=O)=O` (stereo not drawn) gave Diaph act CS 0.8, TNAP inh no acc -2.9, FLuc act counter 1.1, TNAP inh hiacc -0.3, PMI activator 0.9, Diaphorase inh 16.7, Efa HMGR inh -4.6, TNAP act hi DEA 1, G6PDH counter 12.3 and PMI act satM6P 0.9.
For S=c1nc(-c2ccc(Br)cc2)oc2c1CCCC2 the results were Diaph act CS 0.8, TNAP inh no acc -25.1, FLuc act counter 0.9, TNAP inh hiacc -1.8, PMI activator 1.1, Diaphorase inh 21.0, Efa HMGR inh -4.7, TNAP act hi DEA 1, G6PDH counter -3.7 and PMI act satM6P 1.1.
O=C(CCl)Nc1nc(-c2ccco2)c(-c2ccco2)s1 was read as Diaph act CS 0.3, TNAP inh no acc -9.3, FLuc act counter 1, TNAP inh hiacc 9.4, PMI activator 1.2, Diaphorase inh 65.2*, Efa HMGR inh 2.1, TNAP act hi DEA 0.9, G6PDH counter 15.0 and PMI act satM6P 1.1.
`Cc1ccc(C)c(OCCCN2CCCC2)c1` gave Diaph act CS 0.8, TNAP inh no acc -14.7, FLuc act counter 1, TNAP inh hiacc -5.3, PMI activator 0.9, Diaphorase inh 20.3, Efa HMGR inh -5.7, TNAP act hi DEA 1.1, G6PDH counter -12.4 and PMI act satM6P 1.
O=C(O)CSCC(=O)NCc1ccccc1Cl was read as Diaph act CS 1.1, TNAP inh no acc -8.1, FLuc act counter 1, TNAP inh hiacc -4.3, PMI activator 1, Diaphorase inh -8.8, Efa HMGR inh -6.6, TNAP act hi DEA 1, G6PDH counter 8.2 and PMI act satM6P 1.
`CCCCN(CC)Cc1ccc(CNC(=O)Nc2ccc(F)cc2)o1` gave Diaph act CS 1.1, TNAP inh no acc -20.6, FLuc act counter 1, TNAP inh hiacc -1.3, PMI activator 1.1, Diaphorase inh -5.0, Efa HMGR inh 0.8, TNAP act hi DEA 1, G6PDH counter 3.5 and PMI act satM6P 1.1.
OC(COCCOc1ccc(Br)cc1)CN1CCN(Cc2ccccc2)CC1 (stereo not drawn) was read as Diaph act CS 0.9, TNAP inh no acc -5.4, FLuc act counter 1.1, TNAP inh hiacc -5.9, PMI activator 1.2, Diaphorase inh 7.5, Efa HMGR inh -3.1, TNAP act hi DEA 1.1, G6PDH counter 6.9 and PMI act satM6P 1.2.
Screening Nc1nnc(SCc2ccc([N+](=O)[O-])cc2)s1 returned Diaph act CS 0.9, TNAP inh no acc -14.4, FLuc act counter 1, TNAP inh hiacc -5.1, PMI activator 1.2, Diaphorase inh 11.2, Efa HMGR inh -2.1, TNAP act hi DEA 1.1, G6PDH counter -1.1 and PMI act satM6P 1.
Screening CC(=O)Oc1ccc(N2C(=O)C3C4C=CC(CC4)C3C2=O)cc1[N+](=O)[O-] (stereo not drawn) returned Diaph act CS 0.8, TNAP inh no acc -4.3, FLuc act counter 0.9, TNAP inh hiacc 5.5, PMI activator 0.9, Diaphorase inh 19.2, Efa HMGR inh -9.7, TNAP act hi DEA 0.9, G6PDH counter 20.3 and PMI act satM6P 0.9.
Screening O=C(Nc1cccc(Cl)c1)c1ccc(-n2cncn2)c([N+](=O)[O-])c1 returned Diaph act CS 0.9, TNAP inh no acc -1.3, FLuc act counter 1.1, TNAP inh hiacc -3.4, PMI activator 0.8, Diaphorase inh 10.3, Efa HMGR inh -10.7, TNAP act hi DEA 1, G6PDH counter -26.6 and PMI act satM6P 0.9.
`CCC(C)NC(C(=O)Nc1ccc(Cl)c([N+](=O)[O-])c1)c1ccccc1` (stereo not drawn) gave Diaph act CS 0.8, TNAP inh no acc -9.9, FLuc act counter 1.1, TNAP inh hiacc -2.0, PMI activator 0.8, Diaphorase inh 21.5, Efa HMGR inh 0.0, TNAP act hi DEA 1, G6PDH counter 10.6 and PMI act satM6P 0.9.
`CN1/C(=N\O)c2cccc3cccc1c23` gave Diaph act CS 0.7, TNAP inh no acc -14.4, FLuc act counter 1.1, TNAP inh hiacc -3.9, PMI activator 0.9, Diaphorase inh 33.4, Efa HMGR inh -0.5, TNAP act hi DEA 1, G6PDH counter 44.8 and PMI act satM6P 0.6.
CCOC(=O)c1ccccc1NC(=O)c1ccc2nccnc2c1 was read as Diaph act CS 0.5, TNAP inh no acc 9.8, FLuc act counter 1.1, TNAP inh hiacc -0.2, PMI activator 1, Diaphorase inh 54.9*, Efa HMGR inh -1.3, TNAP act hi DEA 1, G6PDH counter 2.5 and PMI act satM6P 0.8.
O=C(NC(=O)c1ccc(Cl)cc1)OC1CCCCC1 was read as Diaph act CS 1, TNAP inh no acc -11.6, FLuc act counter 1, TNAP inh hiacc -6.9, PMI activator 1.1, Diaphorase inh -1.7, Efa HMGR inh -0.5, TNAP act hi DEA 1.1, G6PDH counter 5.5 and PMI act satM6P 1.
For CCOc1ccccc1NC(=O)NC(=O)N(C)S(=O)(=O)c1ccc(C)cc1 the results were Diaph act CS 0.8, TNAP inh no acc -6.2, FLuc act counter 1.1, TNAP inh hiacc -3.8, PMI activator 0.9, Diaphorase inh 23.6, Efa HMGR inh 0.5, TNAP act hi DEA 1, G6PDH counter 7.0 and PMI act satM6P 0.8.
Screening CCc1ccccc1NC(=O)c1nnn(CC(=O)Nc2cccc(C)c2C)c1N returned Diaph act CS 1, TNAP inh no acc -7.5, FLuc act counter 1.1, TNAP inh hiacc -0.8, PMI activator 1, Diaphorase inh -1.6, Efa HMGR inh -7.1, TNAP act hi DEA 1, G6PDH counter 12.3 and PMI act satM6P 1.
O=C1CC(c2ccccc2)Cc2nc3ncnn3cc21 (stereo not drawn) was read as Diaph act CS 1.1, TNAP inh no acc -5.6, FLuc act counter 1.1, TNAP inh hiacc -7.6, PMI activator 1, Diaphorase inh -6.2, Efa HMGR inh -8.3, TNAP act hi DEA 1.1, G6PDH counter 3.8 and PMI act satM6P 1.1.
`CSc1ccccc1C(=O)NCc1ccc(C)cc1` gave Diaph act CS 1.2, TNAP inh no acc -2.0, FLuc act counter 1, TNAP inh hiacc -4.5, PMI activator 1.1, Diaphorase inh -23.4, Efa HMGR inh -2.4, TNAP act hi DEA 1, G6PDH counter 17.3 and PMI act satM6P 1.1.
`CNS(=O)(=O)c1cccc(C(=O)NCC2(N3CCOCC3)CCCCC2)c1` gave Diaph act CS 0.9, TNAP inh no acc -12.5, FLuc act counter 1, TNAP inh hiacc -1.2, PMI activator 1, Diaphorase inh 6.6, Efa HMGR inh -3.4, TNAP act hi DEA 1, G6PDH counter 1.5 and PMI act satM6P 1.

In the list so far, 2 contain bromine:
For S=c1nc(-c2ccc(Br)cc2)oc2c1CCCC2 the results were Diaph act CS 0.8, TNAP inh no acc -25.1, FLuc act counter 0.9, TNAP inh hiacc -1.8, PMI activator 1.1, Diaphorase inh 21.0, Efa HMGR inh -4.7, TNAP act hi DEA 1, G6PDH counter -3.7 and PMI act satM6P 1.1.
OC(COCCOc1ccc(Br)cc1)CN1CCN(Cc2ccccc2)CC1 (stereo not drawn) was read as Diaph act CS 0.9, TNAP inh no acc -5.4, FLuc act counter 1.1, TNAP inh hiacc -5.9, PMI activator 1.2, Diaphorase inh 7.5, Efa HMGR inh -3.1, TNAP act hi DEA 1.1, G6PDH counter 6.9 and PMI act satM6P 1.2.

(further entries)
Screening CCOc1ccc(/C=C/C(=O)Nc2ccc(OC)cc2[N+](=O)[O-])cc1 returned Diaph act CS 1, TNAP inh no acc -0.2, FLuc act counter 1.1, TNAP inh hiacc 2.8, PMI activator 1, Diaphorase inh 3.4, Efa HMGR inh -11.7, TNAP act hi DEA 1, G6PDH counter -0.8 and PMI act satM6P 1.
`NC(=O)c1cc(-c2ccccc2)sc1NC(=O)CN1CCCCC1` gave Diaph act CS 0.7, TNAP inh no acc -6.1, FLuc act counter 1, TNAP inh hiacc 1.1, PMI activator 0.8, Diaphorase inh 30.7, Efa HMGR inh -7.5, TNAP act hi DEA 1, G6PDH counter -47.9 and PMI act satM6P 0.7.
O=C(CSc1nnc(CCCOc2ccc(Cl)cc2Cl)o1)Nc1ccc(C(=O)O)cc1 was read as Diaph act CS 0.9, TNAP inh no acc -9.0, FLuc act counter 0.7, TNAP inh hiacc -3.6, PMI activator 1, Diaphorase inh 6.8, Efa HMGR inh 1.0, TNAP act hi DEA 1, G6PDH counter 0.1 and PMI act satM6P 1.1.
For O=C(NNC(=O)c1ccccc1Br)c1ccc(SCC2CCCO2)c([N+](=O)[O-])c1 (stereo not drawn) the results were Diaph act CS 0.9, TNAP inh no acc -17.7, FLuc act counter 1, TNAP inh hiacc -1.0, PMI activator 1, Diaphorase inh 11.4, Efa HMGR inh -4.5, TNAP act hi DEA 1, G6PDH counter 3.8 and PMI act satM6P 1.
CC(C)N(Cc1nc(-c2ccccc2)no1)C(=O)CN(C)S(=O)(=O)c1ccc(Br)cc1 was read as Diaph act CS 0.8, TNAP inh no acc -6.4, FLuc act counter 1.1, TNAP inh hiacc -3.8, PMI activator 0.9, Diaphorase inh 21.1, Efa HMGR inh -2.7, TNAP act hi DEA 1, G6PDH counter 4.7 and PMI act satM6P 0.9.
For COc1cccc(NC(=S)N(Cc2cccc(Br)c2)CC2CCC(C(=O)O)CC2)c1 (stereo not drawn) the results were Diaph act CS 1, TNAP inh no acc -0.4, FLuc act counter 1.1, TNAP inh hiacc -1.3, PMI activator 1, Diaphorase inh 1.2, Efa HMGR inh -10.4, TNAP act hi DEA 1, G6PDH counter 12.4 and PMI act satM6P 1.1.
For Cc1ccc(C(=O)NNC(=O)c2ccccc2-n2cccc2)cc1 the results were Diaph act CS 0.9, TNAP inh no acc -31.5, FLuc act counter 1, TNAP inh hiacc -3.1, PMI activator 1, Diaphorase inh 5.9, Efa HMGR inh -1.7, TNAP act hi DEA 1, G6PDH counter 3.3 and PMI act satM6P 1.
